Source: PubChem
PNC inhibitor – perinucleolar compartment assembly inhibition | PC3M PTB-GFP, PNC prevalence imaging, 16 h; active compounds read low | activity change (PNC), negative = inhibition, % at 10 µM | hit rate 3.1% among 140,000;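 active = readout at or below -70, meaning at least 70% loss of cells showing the perinucleolar compartment, a nuclear body marking cancer cells; inconclusive = readout between -30 and a set limit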;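 also: plate controls were DMSO wells for no effect and camptothecin positive control wells for full effect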
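PC3M cells stably expressing PTB-GFP, 750–1000 cells/well, treated 16 h at 37 °C with compound (23 nl of library stock), in duplicate. After paraformaldehyde fixation and Hoechst stain, imaged at 20x; PNC prevalence scored by image analysis.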
ALOX15B inhib – blocks human 15-lipoxygenase 2 activity; O15296; purified 15hLO-2, xylenol orange hydroperoxide absorbance; Potency, µM (titrated, usually from 57.1 µM), inactives show at the top dose activity change, negative = inhibition, most hits filed as inhibitors; hit rate 0.56% among 110,000; AID 881; also: potency is read from the fitted curve at half-maximal effect; nearly all actives have a fitted effect of over 60% in size; many of its hits are not listed in these tables
Target sequence (O15296 whole entry, looked up): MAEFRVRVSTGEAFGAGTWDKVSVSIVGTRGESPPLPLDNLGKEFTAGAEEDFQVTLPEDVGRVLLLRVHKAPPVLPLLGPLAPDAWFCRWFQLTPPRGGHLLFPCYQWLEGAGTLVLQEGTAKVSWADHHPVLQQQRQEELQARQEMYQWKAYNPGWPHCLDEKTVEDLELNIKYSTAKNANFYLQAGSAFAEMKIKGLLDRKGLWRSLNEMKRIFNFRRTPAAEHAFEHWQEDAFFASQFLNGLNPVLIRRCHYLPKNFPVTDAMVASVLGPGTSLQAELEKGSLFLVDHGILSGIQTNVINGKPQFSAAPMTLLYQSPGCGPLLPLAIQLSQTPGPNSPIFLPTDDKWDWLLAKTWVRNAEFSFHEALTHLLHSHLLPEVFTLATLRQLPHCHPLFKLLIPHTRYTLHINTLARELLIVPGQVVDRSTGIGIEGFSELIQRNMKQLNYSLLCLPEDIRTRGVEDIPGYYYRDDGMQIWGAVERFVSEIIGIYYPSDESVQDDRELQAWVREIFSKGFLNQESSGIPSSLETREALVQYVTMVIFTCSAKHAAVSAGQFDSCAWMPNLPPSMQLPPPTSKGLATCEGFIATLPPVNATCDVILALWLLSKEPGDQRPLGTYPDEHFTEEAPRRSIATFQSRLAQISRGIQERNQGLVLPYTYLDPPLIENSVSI
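Purified human 15hLO-2 (50 nM) preincubated 15 min with compound, then 45 uM arachidonic acid for 90 min at RT in 25 mM Hepes pH 7.5, 0.01% Triton X-100. Hydroperoxide detected by Fe-xylenol orange; 573/405 nm absorbance ratio.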
12-hLO inh – inhibitors of human 12-lipoxygenase (ALOX12) | purified 12-hLO, xylenol orange hydroperoxide absorbance | hit rate 0.12% among 150,000 | Potency, µM (highest dose often 57.1 µM), inactives show top-dose activity change, negative = inhibition, most hits filed as inhibitors | AID 1452 | P18054; also: potency is read from the fitted curve at half-maximal effect; nearly all actives have a fitted effect of over 55% in size; many of its hits are not listed in these tables
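Hydroperoxide output read as Fe(III)-xylenol orange absorbance, 573-to-405 nm ratio, after 30 min reaction with 40 uM arachidonic acid. Enzyme: 150 nM purified human 12hLO, 15 min compound preincubation; 25 mM Hepes pH 7.0, room temperature.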
IMPase inh – cell-permeable inhibitors of inositol monophosphatase (IMPase); P97697; CHO-M1 cells, IP1 accumulation, HTRF TR-FRET ratio; inhibition (IP1 accumulation), % at 46.1 µM; 120,000 tested, under 10 active; AID 901; active = well fitted curve in the direction sought with a large enough effect in the signal ratio, not every such curve was filed as active; inconclusive = small, poorly fitted or top-dose-only effect, or a change in a side signal; inactive = no such curve, though single readings can be large or run the other way; the % refers to the signal ratio;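 also: cells stimulated with carbachol in lithium chloride buffer; plate controls were DMSO basal wells for no effect and reference inhibitor wells for full effect; higher means more IMPase inhibition seen as more IP1 and lower FRET ratio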
Target sequence (P97697 whole entry, looked up): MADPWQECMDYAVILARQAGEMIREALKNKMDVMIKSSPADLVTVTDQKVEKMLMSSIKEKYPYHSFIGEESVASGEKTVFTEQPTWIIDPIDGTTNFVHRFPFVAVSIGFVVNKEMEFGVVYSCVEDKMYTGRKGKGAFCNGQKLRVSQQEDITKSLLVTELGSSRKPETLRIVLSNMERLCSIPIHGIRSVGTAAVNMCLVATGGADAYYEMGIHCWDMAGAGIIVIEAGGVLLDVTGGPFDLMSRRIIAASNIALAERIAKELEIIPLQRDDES
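CHO-M1 cells (CHO stably expressing M1 receptor), compound up to 46 uM final, stimulated with carbachol (50 uM as added) in buffer with 50mM LiCl, pH 7.4, 30 min at 37C. Cytosolic IP1 read by TR-FRET; AC50 from Hill fits.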
* = called active by the depositor; u = inconclusive; x = no result given; & = joins results of further samples; [ ] = another dose, or the depositor's remark. Unless noted, calls follow the shape of the dose curve; as a rule, active = well fitted curve in the direction sought with a large enough effect; inconclusive = small, poorly fitted or top-dose-only effect, or another doubt; inactive = no such curve, though single readings can be large; an effect the other way counts as inactive or inconclusive. Unless noted, % is scaled to controls: 0 for no effect and ±100 for the full control effect. Only part of the results is shown. The share of hits here may be higher or lower than overall.

12-hLO inh	ALOX15B inhib	IMPase inh	PNC inhibitor	Compound
-6.5%	8.0%	7.2	u	O=C(NCCNC(=O)C(c1ccccc1)c1ccccc1)c1ccco1
1.8%	x	x	42.7	Cc1ccc(C2=N/C(=C\c3c(C)nn(-c4ccccc4)c3N3CCCC3)C(=O)O2)cc1
-6.8%	12.6µM*	-13.3	-127.1*	N#CC1=C(N)SC(N)=C(C#N)C1c1ccc(C(F)(F)F)cc1
6.1%	1.1%	17.7	-3.8	CN(CCCCCCCCC(=O)/C=N/O)Cc1ccccc1
-8.6%	2.5%	15.1	u	Cc1cccc(OCCCC(=O)Nc2ccc(Br)cc2)c1
-1.6%	x	-4.5	-84.6*	COc1ccc(N2CCN(C(=O)CCS(=O)(=O)c3cccc4nsnc34)CC2)cc1
0.1%	x	x	11.0	Cc1ccc(OCCNC(=O)c2cc(C(=O)NCCOc3ccc(C)cc3)cc([N+](=O)[O-])c2)cc1
-6.7%	11.4%	-7.1	29.7	Cn1c(=O)c2c(nc(Cl)n2Cc2ccncc2)n(C)c1=O
5.7%	6.0%	14.3	-8.8	COc1ccccc1OCc1ccc(C(=O)N2CCN3CCCC3C2)cc1 (centres undefined)
0.9%	-0.2%	-2.5	50.3	COc1ccc(/C=N/N=C/c2ccc(OC)c(OC)c2)cc1OC
4.8%	1.4%	9.6	u	COc1ccc(Cl)cc1S(=O)(=O)NCc1cccnc1
2.2%	2.8%	3.8	42.4	CC(C)Cn1c(SCC(=O)c2c(N)n(C)c(=O)n(C)c2=O)nc2ccccc21

(further entries)
12-hLO inh	ALOX15B inhib	IMPase inh	PNC inhibitor	Compound
-9.1%	-1.4%	4.6	u	Cc1cc(C)c(C#N)c(OCC(=O)c2ccccc2)n1
-0.5%	48.0%[activator]	10.2	x	CN(C)CCCc1cc(C(=O)Nc2ccc(-c3ccncc3)cc2)ccc1O
10.1%	0.6%	0.5	-14.4	CCN(CC)C(=O)C1=C(C)NC(=O)NC1c1ccccc1F (centres undefined)
-1.6%	-5.1%	8.0	46.0	CCCC(C(=O)NC1CCCCC1)N(CC1CCCO1)C(=O)CNS(=O)(=O)c1ccc(F)cc1 (centres undefined)
1.4%	x	x	-12.5	Cc1cccc(C)c1NC(=O)COC(=O)Cc1ccsc1
-1.6%	-5.1%	6.6	28.6	CN(Cc1ccccc1)S(=O)(=O)c1ccc2c(c1)n(C)c(=O)n2C
0.1%	-10.8%	6.5	-26.1	Cc1cccc2cc(CN(Cc3nnnn3Cc3ccco3)C3CCCC3)c3nnnn3c12
-2.4%	2.3%	2.6	u	COc1ccc(NC(=O)c2ccc(-n3nc(C)cc3C)cc2)cc1OC
-1.2%	6.5%	-0.1	u	CCN(c1ccccc1)S(=O)(=O)c1ccc(N)cc1
3.1%	-0.4%	1.4	u	Cc1cnc(C(=O)OCC(=O)NCc2ccccc2)cn1
-6.1%	x	x	u	Cc1onc(-c2ccccc2)c1C(=O)N/N=C/c1cc2c(cc1Cl)OCO2
-1.1%	x	x	42.2	CC1OC(C)(C)OC1C1CNc2nc(NC(=O)C(C)(C)C)[nH]c(=O)c2N1C(=O)c1cccnc1 (centres undefined)

Gathered by group: those above with four or more nitrogen atoms (seven)
12-hLO inh	ALOX15B inhib	IMPase inh	PNC inhibitor	Compound
1.8%	x	x	42.7	Cc1ccc(C2=N/C(=C\c3c(C)nn(-c4ccccc4)c3N3CCCC3)C(=O)O2)cc1
-6.8%	12.6µM*	-13.3	-127.1*	N#CC1=C(N)SC(N)=C(C#N)C1c1ccc(C(F)(F)F)cc1
-1.6%	x	-4.5	-84.6*	COc1ccc(N2CCN(C(=O)CCS(=O)(=O)c3cccc4nsnc34)CC2)cc1
-6.7%	11.4%	-7.1	29.7	Cn1c(=O)c2c(nc(Cl)n2Cc2ccncc2)n(C)c1=O
2.2%	2.8%	3.8	42.4	CC(C)Cn1c(SCC(=O)c2c(N)n(C)c(=O)n(C)c2=O)nc2ccccc21
0.1%	-10.8%	6.5	-26.1	Cc1cccc2cc(CN(Cc3nnnn3Cc3ccco3)C3CCCC3)c3nnnn3c12
-1.1%	x	x	42.2	CC1OC(C)(C)OC1C1CNc2nc(NC(=O)C(C)(C)C)[nH]c(=O)c2N1C(=O)c1cccnc1 (centres undefined)

The list goes on:
12-hLO inh	ALOX15B inhib	IMPase inh	PNC inhibitor	Compound
-5.2%	-4.2%	8.9	35.7	CCOc1ccc2sc(NS(=O)(=O)c3ccc(OC)c(OC)c3)nc2c1
2.0%	-3.8%	u	4.2	COc1ccc(-c2cc(C(F)F)n3ncc(C(=O)NCCCN4CCCC4=O)c3n2)cc1
-12.5%	-21.6%	-9.7	-6.6	OC(c1ccc(Cl)cc1)c1nnc(-c2ccccc2)o1 (centres undefined)
-26.2%	-27.6%	-2.6	29.4	COc1ccc(C(=O)NC(=S)NNC(=O)CCc2ccccc2)cc1
-6.2%[0.00818 µM]	0.4%[0.0915 µM]	x	x	CC[C@@H]1C(c2ccc(F)cc2)=NN(c2ccc(Br)cc2)[C@H]1C(=O)N1CCOC1=O
0.7%	x	15.8	-16.1	CCCc1noc2c1/C(=N\O)CC(c1ccccc1)C2 (centres undefined)
0.1%	0.3%	-3.2	-19.6	COc1ccc(C(=O)Nc2ccc(F)cc2F)cc1
u	-8.1%	-1.8	-6.1	O=C(COc1ccc(Cl)cc1Cl)NNC(=S)Nc1ccc(F)cc1
-7.3%	-2.1%	8.7	10.8	COc1cc(NC(=O)C2CCCN(S(=O)(=O)c3cccc4nsnc34)C2)cc(OC)c1 (centres undefined)
-7.0%	-13.5%	3.1	17.4	Cc1ccc2cc(C#N)c(NCCCNC(=O)C3CCCO3)nc2c1 (centres undefined)
-0.3%	x	0.8	u	COc1ccc(S(=O)(=O)N2CCCN(S(=O)(=O)c3ccc(OC)c(C)c3)CC2)cc1C
-1.5%	7.3%	24.2	4.0	CCCCOC(=O)c1ccc(NC(=O)c2cc(Cl)ccc2OC)cc1

Going on with the list:
12-hLO inh	ALOX15B inhib	IMPase inh	PNC inhibitor	Compound
3.3%	-3.6%	2.6	32.8	O=Cc1cccn1Cc1ccc(Cl)cc1Cl
-5.6%	x	x	u	Cc1ccc(NC(=O)CN(C)C(=O)c2ccc(C(F)(F)F)cc2)cc1
-1.7%	x	x	-10.4	Nc1c(CO)nnn1-c1ccccc1
-2.3%	-7.2%	13.6	-2.6	Oc1ccc(Br)cc1CN1CCCCCCC1
1.2%	x	5.8	u	CCOc1cc(NC(=S)NCC(C)C)c(OCC)cc1NC(=O)c1ccco1
-17.9%	-1.9%	-2.2	u	COc1ccc(-c2c(C#N)c(N)nc3c2CCc2ccccc2-3)cc1OC
0.2%	x	x	0.7	O=C(Cc1ccc(Cl)cc1Cl)Nc1ccc(OC(F)F)c(Cl)c1
1.3%	x	x	-29.1	Cc1csc(NC(=O)CSc2nnc(NC(=O)COc3ccccc3)s2)n1
-2.1%	-13.3%	x	x	CC(=O)Nc1cccc(N)c1
2.9%	7.0%	9.7	u	O=C(NCc1cccnc1)C1CC(=O)N(CCc2ccccc2)C1 (centres undefined)
-2.1%	u	-6.5	2.8	CCCCCc1cc(O)c2c(C)cc(=O)oc2c1
-3.4%	x	x	16.7	Cc1ccccc1-n1c(-c2ccc(Cl)cc2)cnc1SCC(=O)NC1CCS(=O)(=O)C1 (centres undefined)

Profiles, looked up by structure. Screens in order: 12-hLO inh, ALOX15B inhib, IMPase inh, PNC inhibitor
O=Cc1cccn1Cc1ccc(Cl)cc1Cl is listed with 3.3%, -3.6%, 2.6, 32.8
Nc1c(CO)nnn1-c1ccccc1 is listed with -1.7%, x, x, -10.4

Remaining list, next part:
12-hLO inh	ALOX15B inhib	IMPase inh	PNC inhibitor	Compound
0.6%	-5.6%	x	x	CS(=O)(=O)N1CCC2(CC1)CN(C(=O)Nc1cccc(F)c1)C2
1.2%	-7.4%	2.2	-14.6	Cc1ccnc(NS(=O)(=O)c2ccc(NC(=O)C3CCCO3)cc2)n1 (centres undefined)
-7.7%	3.5%	0.1	u	CCCn1c2c(c(O)c(C(=O)Nc3nc(C)cs3)c1=O)CCCC2
5.8%	x	-7.3	113.7	CCc1nc(NCC2CCCO2)c(C#N)c2c1COC(C)(C)C2 (centres undefined)
1.0%	-15.4%	12.2	-16.3	C1CCc2c(nnc3c2-c2nonc2CC3)C1
-0.4%	x	x	18.3	COC(=O)/C(=N\Nc1ccccc1)Sc1nnc(-c2ccc(OC)cc2)n1C
-2.2%	7.1%	4.9	-10.0	N#CCc1c(C#N)c(N)nc(N2CCN(Cc3ccc4c(c3)OCO4)CC2)c1C#N
1.2%	5.2%	0.8	-10.7	CCCCCN(C(=O)NC(=O)Nc1nncs1)S(C)(=O)=O
-22.6%	26.9%	24.2	u	CCN(CC)CCNC(=O)c1ccc2c(=O)n(C3CCCC3)c(=S)[nH]c2c1
-0.3%	x	x	-6.8	Cc1cccc(-c2noc(-c3ccc(Cl)cc3[N+](=O)[O-])n2)c1
0.3%	x	x	35.9	COc1ccc(C)cc1NC(=O)C(OC(=O)CNC(=O)c1ccc(Oc2ccccc2)cc1)c1ccccc1 (centres undefined)
0.7%	-0.5%	-7.0	-29.7	CCCC(C)C(=O)Nc1nnc(C)s1 (centres undefined)

Following part
12-hLO inh	ALOX15B inhib	IMPase inh	PNC inhibitor	Compound
-1.2%	8.7%	9.8	38.5	CCCCC(=O)N(CCOC)c1nnc(-c2ccc(OC)cc2)s1
-13.4%	14.5%	9.9	27.6	COc1ccc(-c2csc(NCc3ccco3)n2)cc1
-2.4%	7.8%[11.4 µM]	15.9[1.84 µM]	-12.8	CCN(CC)CCNC(=O)C1CCN(S(=O)(=O)N2CCCCC2)CC1
-2.8%	3.5%	-5.8	-1.3	O=C(Nc1ccccc1C(=O)NCc1ccccc1)c1ccccc1
0.6%	x	x	-8.8	O=C(Nc1cccc(S(=O)(=O)N2CCCCC2)c1)c1ccc2ccccc2n1
-4.4%	10.2%	-3.5	11.1	CCOc1ccc(NC(=O)N(CCN(C)C)C(C)c2ccncc2)cc1 (centres undefined)
-1.2%	-4.4%	5.6	5.3	COc1ccccc1OCCC(=O)OCC(=O)NC(=O)NC(C)(C)C
-3.5%	4.9%	-3.5	26.7	CS(=O)(=O)c1ccc2nc(NC(NC(=O)c3ccco3)(C(F)(F)F)C(F)(F)F)sc2c1
1.3%	x	x	-109.0*	Cc1c(NC(=S)N/N=C/C=C/c2ccc([N+](=O)[O-])cc2)c(=O)n(-c2ccccc2)n1C
-9.9%	x	-10.9	u	COc1ccc(-c2nnnn2C)cc1S(=O)(=O)NCCc1ccccc1
-1.3%	0.9%[11.4 µM]	-7.8[1.84 µM]	u	Cc1[nH]c2ccccc2c1CCO
-0.1%	-6.3%	4.8	28.3	CCCOc1nc(N)c(C#N)c(-c2ccccc2F)c1C#N

Next compounds follow.
12-hLO inh	ALOX15B inhib	IMPase inh	PNC inhibitor	Compound
-1.7%&-3.8%&-3.5%	6.5%	x	25.0&-16.7	C[n+]1ccccc1/C=N/O
1.7%	4.6%	3.6	24.8	Cc1nc2ccccc2c(=O)n1/N=C/c1ccncc1
-11.3%	-1.7%	17.3	-17.1	Cc1ccc(C(=O)Nc2ccccc2N2CCN(C(=O)C(C)C)CC2)cc1
0.3%	-15.1%	-5.0	13.2	FC(F)(F)c1cccc(N2Cc3ccccc3C2)c1
-7.1%	x	18.2	-22.2	CCNC(=O)/C(C#N)=C/c1c(N(Cc2ccccc2)Cc2ccccc2)nc2ccccn2c1=O
-1.4%	x	13.1	u	Cc1cc(-c2csc(N)n2)c(C)n1-c1ccc(Cl)c(Cl)c1
2.8%	x	-4.3	-5.1	COc1ccc2nc(SCc3ccccc3C)nc(C)c2c1
0.3%	x	x	u	O=C1Cc2ccccc2Sc2ccc(O)cc21
